Screens from PubChem.
TNAP act hi DEA – activators of human TNAP at high phosphate acceptor concentration; P05186; purified TNAP, CDP-star luminescence, 1 M DEA, 30 min; active compounds read high; 0 = EDTA background, 1 = DMSO-only activity; activation factor at 20 µM; 200,000 tested, under 10 active; AID 1136;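 active means activation factor at least 2 at 20 µM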
Target sequence (P05186 whole entry, looked up): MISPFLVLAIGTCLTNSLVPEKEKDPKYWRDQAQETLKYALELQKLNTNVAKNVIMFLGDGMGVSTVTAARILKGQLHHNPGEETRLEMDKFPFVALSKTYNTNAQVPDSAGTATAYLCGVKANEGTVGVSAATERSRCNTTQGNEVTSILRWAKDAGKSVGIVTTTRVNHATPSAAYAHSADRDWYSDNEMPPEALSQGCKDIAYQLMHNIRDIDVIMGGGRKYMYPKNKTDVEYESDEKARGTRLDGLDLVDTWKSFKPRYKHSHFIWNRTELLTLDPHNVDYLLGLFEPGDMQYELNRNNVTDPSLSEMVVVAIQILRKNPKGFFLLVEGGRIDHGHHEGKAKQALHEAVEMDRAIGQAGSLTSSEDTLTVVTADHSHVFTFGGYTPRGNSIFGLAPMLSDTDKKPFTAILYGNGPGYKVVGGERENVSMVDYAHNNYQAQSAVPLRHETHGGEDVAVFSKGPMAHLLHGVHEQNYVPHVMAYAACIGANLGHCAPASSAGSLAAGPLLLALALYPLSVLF
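system = human TNAP | amount = enzyme diluted 1/800 final | reagent = 100 µM CDP-star substrate | signal = luminescent substrate turnover signal | dosing = one dose, 20 µM | benchmarks = EDTA negative control, DMSO positive control | measure = activation factor | timing = 30 min reaction, room temperature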
bIAP act – intestinal alkaline phosphatase (bovine) activation. purified bovine IAP, CDP-star luminescence, 30 min; active compounds read high; fold of DMSO-control signal, blank-subtracted. activation factor at 20 µM. hit rate 0.17% among 200,000. AID 1016;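 active means activation factor of 2 or more at 20 µM, a signal rise over negative controls twice the positive control's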
TNAP inh hiacc – inhibitors of human TNAP at high phosphate acceptor concentration; P05186; hit rate 0.03% among 200,000; purified TNAP, CDP-star luminescence, 1 M DEA; inhibition, % at 20 µM;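 active means over 50% inhibition of tissue-nonspecific alkaline phosphatase at 20 µM in the single-dose screen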;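 further: plate controls were DMSO wells for no effect and EDTA-quenched wells as full inhibition for full effect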
PMI act – increases human mannose-6-phosphate isomerase activity | AID 1214 | purified human PMI, coupled resazurin fluorescence, 20 min; active compounds read high; 1 = vehicle control, 0 substrate-free wells | P34949 | activation factor at 20 µM | hit rate 0.005% among 190,000;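 active means activation factor of 2 or more at 20 µM, relative to plate controls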
Target sequence (P34949 whole entry, looked up): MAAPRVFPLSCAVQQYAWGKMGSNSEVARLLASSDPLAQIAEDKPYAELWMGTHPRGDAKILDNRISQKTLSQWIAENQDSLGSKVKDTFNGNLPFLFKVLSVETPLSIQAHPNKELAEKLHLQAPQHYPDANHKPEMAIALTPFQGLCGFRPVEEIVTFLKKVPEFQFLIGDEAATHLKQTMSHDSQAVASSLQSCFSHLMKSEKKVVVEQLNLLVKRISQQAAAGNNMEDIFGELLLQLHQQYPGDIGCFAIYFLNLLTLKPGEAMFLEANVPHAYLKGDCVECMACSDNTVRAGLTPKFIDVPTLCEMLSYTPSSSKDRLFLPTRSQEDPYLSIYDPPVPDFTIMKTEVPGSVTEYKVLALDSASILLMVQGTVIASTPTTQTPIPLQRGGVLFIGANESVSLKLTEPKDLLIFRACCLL
TNAP inh noacc – blocks human TNAP activity with no phosphate acceptor present. purified TNAP, CDP-star luminescence, 30 min. inhibition, % at 20 µM. hit rate 0.26% among 200,000;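 active means tissue-nonspecific alkaline phosphatase inhibition above about 50% at 20 µM in the single-dose screen, limit read from the data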;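 further: 0% = DMSO negative control and 100% = EDTA positive control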
Diaph act CS – counter-screen for diaphorase-based assays: diaphorase activators and chemical reducers; activation factor at 20 µM; hit rate 0.005% among 190,000; AID 1229; Diaphorase/resazurin coupled assay, resorufin fluorescence, 16 min; active compounds read high; 1 = vehicle wells, 0 = NADH-free wells;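 active means diaphorase activity raised at least twofold by the compound at 20 µM; inactive means activation factor below 2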
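Material: bacterial diaphorase enzyme (C. kluyveri); amount: enzyme 0.07 U/mL final; reagent: NADH substrate 0.114 mM plus resazurin dye 0.1 mM, final; doses: single compound dose of 20 µM, 1% DMSO final; timing: 16 min enzyme reaction, ambient temperature; measured by: fluorescence of resorufin, 544 nm excitation, 590 nm emission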
L major viab – reduces viability of Leishmania major promastigotes; hit rate 9% among 200,000; inhibition, % at 10 µM; resazurin fluorescence viability; in the data active means inhibition above about 50%;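 further: promastigotes grown with compound for 44 hours at 28 °C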
bIAP inhibitor – blocks bovine intestinal alkaline phosphatase activity | inhibition, % at 20 µM | purified bovine IAP, CDP-star luminescence, 30 min | 190,000 tested, under 10 active;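 active means over 50% inhibition of intestinal alkaline phosphatase at 20 µM in the single-dose screen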
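Incubation: 30 min reaction at room temperature / Material: purified bovine intestinal alkaline phosphatase (IAP) enzyme / Input: enzyme at 1/65,000,000 dilution / Dosing: 20 µM single dose / Signal: CDP-star luminescence signal / Reagent: CDP-star chemiluminescent phosphatase substrate, 30 µM final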
Diaph inh CS – diaphorase inhibition or chemical oxidation counter-screen; hit rate 0.69% among 190,000; inhibition, % at 20 µM; diaphorase resazurin-to-resorufin fluorescence, NADH, 16 min; bacterial (C. kluyveri) enzyme, not human;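 active means primary screen inhibition at 20 µM above a set limit, cut at about 50% in these data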;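 further: plate controls were DMSO with full reaction for no effect and wells lacking NADH for full effect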
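Test system: diaphorase enzyme from Clostridium kluyveri; amount: diaphorase at 0.14 U/mL in enzyme working solution; detection: fluorescence of resorufin formed from resazurin, Ex 544/Em 590 nm; times: reaction incubation of 16 min at room temperature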
PMI act hi M6P – increases human PMI activity with near-saturating mannose 6-phosphate; hit rate 0.34% among 190,000; AID 1216; activation factor at 20 µM; coupled PMI enzyme assay, resazurin fluorescence, 20 min; active compounds read high; 1 = untreated enzyme, 0 = substrate-free blank; P34949;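 active means activation factor of 2 or more at 20 µM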
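assay system = human phosphomannose isomerase with PGI, G6PDH, diaphorase coupling enzymes | quantity = 15 ng/mL PMI | incubation = enzyme reaction with compound 20 min at room temperature | medium = HEPES pH 7.4 buffer with MgCl2 and Tween-20 | compound dosing = one concentration, 20 µM, in 1% DMSO | measured by = Diaphorase-driven resazurin-to-resorufin fluorescence, excitation 544, emission 590 nm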
* hit, by the source's call; nt = not tested or not shown. No enrichment for hits; overall some 10% were active at least once.

SMILES	TNAP act hi DEA	bIAP act	TNAP inh hiacc	PMI act	TNAP inh noacc	Diaph act CS	L major viab	bIAP inhibitor	Diaph inh CS	PMI act hi M6P
COc1ccc(C2C(C(=O)c3cc4cccc(OC)c4o3)=C(O)C(=O)N2CCCN(C)C)cc1OC (configuration not stated)	1.1	0.9	-6	1.1	-13	0.9	nt	5	14	1
CCOC(=O)n1c(=O)[nH]c2ccc(Br)cc21	1	1	-1	1	-11	0.9	-3	1	7	1
O=Nc1c(O)[nH]c2ccc(Cl)cc12	1	1	-3	1	-4	0.9	-3	4	6	1
Cc1cc(O)c(C2=Nc3ccccc3SC(c3ccc(Cl)cc3)C2)c(=O)o1 (configuration not stated)	1	0.9	2	0.9	-17	1	1	6	2	1.1
Clc1cncc(Cl)c1NNc1c2ccccc2nc2ccccc12	0.9	0.8	8	1.6	8	0.8	25	16	16	2.2*
Cc1ccc(Oc2ncccc2CO)cc1	1	1.1	-3	1	-14	0.9	-6	-6	14	1
N#Cc1c2n(c(=S)n(-c3ccc(OC(F)F)cc3)c1=O)CCCCC2	1	0.9	1	1	-10	0.9	10	7	7	0.9
Cc1c(Cl)c([N+](=O)[O-])nn1Cc1ccc(C(=O)N/N=C\c2cc(Cl)ccc2O)o1	1	1	2	1.1	-7	0.9	100*	2	8	1.2
Nc1nc(Cl)cc(N2CCCC2)n1	1	0.9	-4	0.7	-8	0.6	-5	5	35	0.5
Cc1ccc(-n2c(=O)[nH]c3c(C(N)=O)nc(CC(C)C)nc32)cc1	1	1.2	-5	0.9	-83	1	70*	-20	4	0.9
O=C(CCCC(=O)N(CC(=O)NC1CCCCC1)Cc1ccccc1)Nc1ccccn1	1	1.1	0	0.9	-7	1	9	-9	0	1
C(=N\Nc1nc2ccccc2[nH]1)/c1ccncc1	1	1	-3	1.1	-1	1	14	1	3	1
COc1ccc(NC(=O)CSc2nc(N3CCCCC3)nc(N3CCCCC3)n2)cc1	1	1	-1	1	-9	1	-3	-1	-3	1.1
COc1cc(C(Nc2ccccn2)c2c(NC(=O)c3ccco3)sc(C)c2C)cc(OC)c1OC (configuration not stated)	1	1	2	0.8	-10	0.8	19	5	18	0.9
Nc1ccc(C(=O)Nc2nc3ccccc3s2)cc1	1	0.8	-3	0.8	-11	0.9	-1	16	13	0.8

Record cards, from the list above. Order of screens: TNAP act hi DEA | bIAP act | TNAP inh hiacc | PMI act | TNAP inh noacc | Diaph act CS | L major viab | bIAP inhibitor | Diaph inh CS | PMI act hi M6P
Nc1nc(Cl)cc(N2CCCC2)n1 across the screens: 1 | 0.9 | -4 | 0.7 | -8 | 0.6 | -5 | 5 | 35 | 0.5
C(=N\Nc1nc2ccccc2[nH]1)/c1ccncc1 across the screens: 1 | 1 | -3 | 1.1 | -1 | 1 | 14 | 1 | 3 | 1
Nc1ccc(C(=O)Nc2nc3ccccc3s2)cc1 across the screens: 1 | 0.8 | -3 | 0.8 | -11 | 0.9 | -1 | 16 | 13 | 0.8
CCOC(=O)n1c(=O)[nH]c2ccc(Br)cc21 across the screens: 1 | 1 | -1 | 1 | -11 | 0.9 | -3 | 1 | 7 | 1

Further records.
SMILES	TNAP act hi DEA	bIAP act	TNAP inh hiacc	PMI act	TNAP inh noacc	Diaph act CS	L major viab	bIAP inhibitor	Diaph inh CS	PMI act hi M6P
O=C(c1cccc(F)c1)N1CCN(C(=O)c2nn3cccnc3c2Cl)CC1	1.1	1.1	-6	0.9	-8	1	-11	-6	5	0.9
O=C(Cc1ccccc1[N+](=O)[O-])Nc1ccccc1C(=O)N1CCCC1	1.1	1	-8	0.9	-12	0.9	-6	2	9	1
COC(=O)c1ccc(OS(=O)(=O)c2ccc(NC(C)=O)cc2)cc1	1	1.1	-1	0.9	-7	0.9	-7	-9	12	0.9
Cc1cc(C)cc(N(CC(=O)N2CCn3c2nc2ccccc23)S(=O)(=O)c2c(C)noc2C)c1	1	1	-2	0.9	17	0.7	-1	-1	27	0.9
COc1ccc(C(=O)NNC(=O)c2ccc(C(C)(C)C)cc2)cc1	1	1.1	-3	1.1	-16	1	-2	-12	-5	1.2
Cc1cc(C)c(C#N)c(SCC(O)CS(=O)(=O)Cc2ccccc2)n1 (configuration not stated)	1.1	0.9	-9	1	-4	1.2	4	8	-16	1.1
Cc1noc(C)c1CSc1nnc(-c2ccccc2)n1Cc1ccco1	1	1.1	0	1	1	0.9	5	-8	11	1
COc1ccc(-c2noc(CSc3nc4ccccc4c(=O)n3-c3ccccc3)n2)cc1	1	0.8	3	0.8	-1	0.8	10	16	18	0.8
CCCc1nn(C)c(C(=O)Nc2ccc(Cl)cc2)c1Cl	1	1	2	1	-8	1	-7	-1	4	1.1
COc1ccc(O)c(-c2c(-c3ccc(Cl)cc3)n[nH]c2C)c1	1.1	0.9	-6	0.9	7	0.7	25	8	30	0.9
COc1ccc(CCNS(=O)(=O)c2cccc(C)c2)cc1OC	1.1	1.1	-5	1.1	-14	1.1	-2	-8	-10	1.1
Cc1ccc(-c2cc(C(=O)N/N=C/c3c[nH]c4ccccc34)[nH]n2)cc1	0.9	1	10	0.8	71*	0.8	28	3	20	0.9
O=C(NCc1ccco1)c1ccc2c(=O)n(CC3CCCO3)c(=S)[nH]c2c1 (configuration not stated)	1	1.1	2	1.1	-6	1	7	-7	4	1.4
CCOC(=O)c1ccc(NC(=O)NCc2ccccc2)cc1	1.1	0.9	-7	0.9	-15	0.9	23	9	13	1
O=[N+]([O-])c1cccc(/C([O-])=C(/C(=S)Nc2ccccc2F)[n+]2ccccc2)c1	0.9	1	6	0.8	0	0.9	-1	3	10	0.7
CCOc1ccc(-n2c(-c3ccccc3)c[n+]3c2CCCCC3)cc1	1	0.8	-5	1	-15	0.9	100*	17	10	1
CC(Sc1nnc(C2CCCCC2)n1N)C(=O)NCc1ccc2c(c1)OCO2 (configuration not stated)	1.1	1	-6	1	-16	0.9	-3	0	5	1
CC12CC(NC(=O)N1c1cccc(C(=O)NCc3ccccc3)c1)c1ccccc1O2 (configuration not stated)	1	1	-3	1	-9	0.9	-2	5	10	0.9
CCC1CCCCN1CCCNC(=O)c1ccc(N2CCOCC2)c(NS(=O)(=O)c2ccc(OC)cc2)c1 (configuration not stated)	1.1	1.1	-5	1.1	-15	1	2	-8	4	0.9
CCCCn1nc(C(=O)Nc2ccc(S(=O)(=O)Nc3ncccn3)cc2)c2ccccc2c1=O	1	1.1	-1	1.1	-7	0.9	-11	-6	8	1
CCCNC(=O)c1n[nH]c(=O)c2ccccc12	1.1	0.9	-6	1	-14	1	1	10	-2	1.1
NC(=O)NC(=O)CSc1nc(-c2ccccc2)c(-c2ccccc2)n1CC1CCCO1 (configuration not stated)	1.1	0.8	-6	0.9	-15	0.8	47	17	19	0.9
CC(=O)COc1ccc2c3c(c(=O)oc2c1)CCCC3	1	1	-1	0.9	-4	0.7	3	-5	25	0.8
Cc1cc(Cl)ccc1OCC(=O)NCCCCc1ccccc1	1.1	1	-6	0.8	-14	0.7	-8	-3	27	0.8
O=C(CCCc1cccs1)Nc1nccs1	1	1	-2	1.1	-2	1	-3	3	3	1.1
CCn1c(-c2nn(C)cc2Cl)n[nH]c1=S	1	1	-3	1.1	19	1	-9	4	-1	1.1
CCCS(=O)(=O)N1CCCC(C(=O)N2CCC(Cc3ccccc3)CC2)C1 (configuration not stated)	1.1	1.1	-7	0.9	-14	0.7	12	-6	26	0.8
Cc1ccnc(NS(=O)(=O)c2ccc(N3C(=O)c4c(Cl)c(Cl)c(Cl)c(Cl)c4C3=O)cc2)n1	1	0.9	-4	1.1	-9	0.7	-6	11	30	1
CCCC(C)n1[nH]c(=O)cc1N (configuration not stated)	1	0.8	0	1	-7	1	-6	17	-2	1.1
c1cn2cc(CN3CCOCC3)nc2s1	1	1	-1	1	-9	1	-10	3	4	1
O=C(COC(=O)c1ccco1)Nc1ccc(Br)cc1	1.1	0.9	-8	1	-14	0.8	-1	13	21	1
Cc1nnc(SCCN2CCOCC2)c2nn(-c3ccccc3F)c(C)c12	1	1	3	1.1	-2	1	53*	0	-1	1.1
CCOC(=O)c1cccc(NC(=O)N2CCOCC2)c1	1	1	-4	0.8	-8	0.8	8	-2	20	0.9
O=C(Nc1ccccc1)Nc1nnc(-c2ccccc2)o1	1.1	1	-9	1.2	10	1.1	3	4	-8	1
CC(=O)c1nc2ccccc2n1CCc1ccccc1	1	0.9	0	1	-3	1	5	13	3	1
Cc1ccc(C)c(OCC(O)CN2CCCCC2C)c1 (configuration not stated)	1	1	-2	1	-12	0.8	91*	-4	17	0.9
O=C(COc1ccccc1)OC(C(=O)c1ccccc1)c1ccccc1 (configuration not stated)	1	0.8	-2	0.9	-10	0.9	-5	24	9	1
Cc1ccc(N2CCN(C(=O)CNS(=O)(=O)c3ccc(Br)s3)CC2C)cc1 (configuration not stated)	1	1	-4	0.9	-4	0.8	13	0	22	0.9
CC(C)(C)Cc1nnc(NC(=O)CN2C(=O)c3ccccc3C2=O)s1	1	1	-3	1	-8	1	-5	-4	-4	1
COCCn1c(SCC(=O)c2ccc3c(c2)OCCO3)nnc1C(C)C	1	1	-1	1.1	-5	1	-7	5	3	1.3
CC(C)CC(NC(=O)C(CO)NC(=O)C1CCC(=O)N1)C(N)=O (configuration not stated)	1.1	1.1	-5	1.1	-8	1	-8	-11	4	1.1
O=C(N/N=C/c1ccco1)c1cc(C2CC2)nc2ccccc12	1.1	1	-8	1.2	-8	0.9	18	-1	8	1.3
C=CCOC(=O)c1[nH]c2c(c1C)C(=O)CC(c1cc(OC)c(OC)c(OC)c1)C2 (configuration not stated)	1	1	-3	0.9	-2	0.9	7	3	8	0.9
CCOc1ccc(C(Nc2cccnc2)c2cc(Cl)c3cccnc3c2O)cc1 (configuration not stated)	1	1.2	-4	0.8	-12	0.7	89*	-24	30	0.3
Cc1ccc(CSc2nnc(-c3ccc4c(c3)OCO4)o2)cc1	1	0.9	-2	0.8	-6	0.8	-1	6	21	0.9
O=C(CC1Oc2ccccc2NC1=O)NC1CCCC1 (configuration not stated)	1.1	1	-5	1.1	3	1	6	-3	-2	1.1
CCOC(=O)N1CCC(NC(=O)c2cc3c(=O)n(C)c4ccccc4c3n2C)CC1	1	0.9	-3	0.9	-12	0.6	5	5	36	0.9
CC(=O)Nc1ccc(S(=O)(=O)NCc2csc(-c3cccnc3)n2)cc1	1	1	-4	0.9	-14	0.8	-2	-4	24	0.9
Cc1nc2sc(C(c3ccco3)N3CCN(C(c4ccccc4)c4ccccc4)CC3)c(O)n2n1 (configuration not stated)	1	1.2	-1	0.7	-12	0.8	20	-17	20	0.9
